MITF TRPM1 HTS: activators of MITF-driven TRPM1 promoter activity in SK-MEL-5 cells; SK-MEL-5 TRPM1-promoter luciferase, 24 h; % of positive control, neutral wells = 0; activation, % at 12.5 µM; 300,000 tested, 0.75% active; AID 588334;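 active = mean activation of at least 80% with every replicate also reaching 80%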;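 also: 0% = neutral control wells and 100% = parthenolide positive control wells; values of inactives mirror those of a sister screen read the other way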
dFosB activator: mouse delta FosB homodimer activation | P13346 | purified delta FosB, TAMRA-CDK5 oligo fluorescence polarization; percent of positive-control signal above neutral wells | activation, % at 25 µM | 340,000 tested, 0.99% active | AID 493131;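 active = mean activation above about 17%, with every replicate also reaching it, limit read from the data, passing the limit was not always enough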;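 also: fluorescence polarization rise as delta FosB binds a TAMRA Cdk5 AP-1 oligo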
Target sequence (P13346 whole entry, looked up): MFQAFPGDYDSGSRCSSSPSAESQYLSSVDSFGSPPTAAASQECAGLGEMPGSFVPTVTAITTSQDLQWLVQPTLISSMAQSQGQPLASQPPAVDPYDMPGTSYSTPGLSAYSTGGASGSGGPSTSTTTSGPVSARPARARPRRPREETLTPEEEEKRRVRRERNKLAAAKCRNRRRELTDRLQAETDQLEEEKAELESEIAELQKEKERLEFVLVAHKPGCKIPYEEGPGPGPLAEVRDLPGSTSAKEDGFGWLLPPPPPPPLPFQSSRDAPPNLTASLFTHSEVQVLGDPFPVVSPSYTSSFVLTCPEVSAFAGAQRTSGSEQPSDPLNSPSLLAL
PKA-R2B act: activators of human PKA-R2B complex | PKA-R2B holoenzyme dissociation, Cy5-IP20 fluorescence polarization; R2B truncated from residue 108, S112A mutant; 0% DMSO only, 100% 113 µM cGMP | P22694+P31323 | 340,000 tested, 0.079% active | activation, % at 11.4 µM;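 active = activation above a cutoff set at the mean over all compounds plus 3 SD, cut at about 18% in these data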;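 also: higher means more holoenzyme dissociation and a rise in polarization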
SR-BI DiI-HDL act: SR-BI HDL lipid transfer activation. activation, % at 12.5 µM. CHO ldlA[mSR-BI] cells, DiI-HDL uptake fluorescence, 3 h; 100 = double the neutral-control signal. AID 504775. 320,000 tested, 0.096% active;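 active = mean replicate activation of at least 60% and every replicate at or above 60%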;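 also: 0% = median plate neutral-control signal and 100% = twice that signal; values of inactives mirror those of a sister screen read the other way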
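Material – SR-BI-overexpressing, LDLR-lacking CHO cells · Medium – BSA-supplemented, HEPES-buffered Ham's F12, pH 7.4 · Doses – single concentration · Times – compound with DiI-HDL co-incubation, 3 h at 37 °C · Measured by – bottom-read fluorescence, 550/595 nm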
PKA-R1A act: PKA-R1A complex activation. P00514+P68181. PKA-R1A dissociation, Cy5-IP20 fluorescence polarization; scaled: DMSO 0%, 113 µM cGMP 100%. activation, % at 11.4 µM. 340,000 tested, 0.083% active;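 active = percent activation above the mean of all tested compounds plus 3 SD, cut at about 19% in these data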;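 also: higher means more PKAc released from R1A so a rise in polarization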
DSG3 Ab inh: human desmoglein-3 autoantibody binding inhibition; 310,000 tested, 0.48% active; P32926; AID 588358; binding (percent of control), % at 10 µM; DSG3-coupled beads, scFv-anti-DSG3-GFP binding, flow cytometry; active compounds read low;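 active = binding more than 3 SD below its plate's average and above zero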;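 also: hits lower antibody fragment binding to DSG3; some compounds called inactive have numbers as strong as hits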
Arr AP2 block: inhibitors of human beta-arrestin and AP2 interaction | 340,000 tested, 0.31% active | inhibition, % at 10 µM | FITC-arrestin peptide / GST-AP2 beads, flow cytometry; AP2 beta2 appendage carries R879A mutation;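 active = inhibition above a set limit, near 3 SD of compounds lacking own fluorescence, cut at about 54% in these data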;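 also: plate controls were DMSO wells for no effect and 5 µM unlabelled arrestin peptide for full effect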
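Assay system: GST-AP2 R879A bound to glutathione beads, E. coli-expressed; Medium: PBS with 0.05% Tween 20 and 0.1% BSA; Also added: fluorescein-tagged arrestin peptide at 50 nM final; Timing: 12 min plus 1 h, RT; Measured by: flow cytometry, FL1 (488/535 nm); Evaluation: percent drop in bead-associated FITC signal.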
NSD2 HMT inh: NSD2 (human) methyltransferase inhibition. O96028. NSD2 peptide methylation, AlphaScreen, 120 min. inhibition, % at 12.5 µM. 310,000 tested, 0.54% active. AID 743445; in the data active = inhibition above about 50%
SR-BI HDL uptake: mouse SR-BI HDL lipid transfer inhibition; 320,000 tested, 0.96% active; Q61009; inhibition, % at 12.5 µM; ldlA[mSR-BI] CHO cells, DiI-HDL uptake fluorescence, 3 h;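 active = mean replicate inhibition of at least 70% and a set share of replicates each scoring 70 or more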;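 also: 0% = median of neutral control wells and 100% = median of positive control wells; values of inactives mirror those of a sister screen read the other way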
SUMO Mot1 rescue: SUMOylation pathway inhibition by Mot1-301 growth rescue; growth rescue, % at 18.8 µM; 320,000 tested, 1% active; S. cerevisiae Mot1-301 growth rescue, ATP luminescence, 38.5C; percent above DMSO median, 100 means doubled;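 active = every valid replicate shows activation above 250% relative to neutral control wells; inactive = the rest, any valid replicate at or below 250%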;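 also: OY570 slx delta 5 strain wells were the positive control but not used for scaling; some compounds called inactive have numbers as strong as hits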
CDK5 inh: blocks human CDK5/p35 kinase activity. inhibition, % at 10 µM. 330,000 tested, 0.01% active. Recombinant CDK5/p35, ADP-Glo luminescence, 60 min. AID 488839;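 active = highest replicate inhibition of at least 50% and at least 75% of replicates reaching 50%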;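 also: plate controls were DMSO neutral control for no effect and GW8510 at 10 µM for full effect; many of its hits are not listed in these tables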
Target sequence (Q00535 whole entry, looked up): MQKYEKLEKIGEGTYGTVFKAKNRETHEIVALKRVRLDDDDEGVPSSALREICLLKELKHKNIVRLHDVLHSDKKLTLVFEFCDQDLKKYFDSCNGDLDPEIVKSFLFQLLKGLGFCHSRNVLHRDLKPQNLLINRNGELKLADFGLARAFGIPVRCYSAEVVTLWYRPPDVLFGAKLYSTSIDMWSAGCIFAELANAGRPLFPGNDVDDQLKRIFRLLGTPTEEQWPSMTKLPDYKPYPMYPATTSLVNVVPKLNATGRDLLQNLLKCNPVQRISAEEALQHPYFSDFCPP
Target sequence (Q15078 whole entry, looked up): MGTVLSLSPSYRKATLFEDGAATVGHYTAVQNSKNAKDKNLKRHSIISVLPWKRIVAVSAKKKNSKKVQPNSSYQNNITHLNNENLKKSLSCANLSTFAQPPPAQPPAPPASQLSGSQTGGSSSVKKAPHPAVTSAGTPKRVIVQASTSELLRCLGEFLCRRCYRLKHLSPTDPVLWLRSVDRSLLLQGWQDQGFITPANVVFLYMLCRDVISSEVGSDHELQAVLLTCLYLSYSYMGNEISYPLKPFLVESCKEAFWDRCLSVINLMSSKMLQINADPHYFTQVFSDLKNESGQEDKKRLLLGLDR
The depositor's hits bear a star; . = no result given.

SMILES	MITF TRPM1 HTS	dFosB activator	PKA-R2B act	SR-BI DiI-HDL act	PKA-R1A act	DSG3 Ab inh	Arr AP2 block	NSD2 HMT inh	SR-BI HDL uptake	SUMO Mot1 rescue	CDK5 inh
CC(=O)N1c2ccc(S(=O)(=O)N(C)CC(=O)N3CCCC3)cc2CC1C (centres undefined)	-2.5	4.8	5.0	12.1	-4.7	104.3	-5.4	.	-12.1	2.6	2.3
O=C(CNc1cccc2ccccc12)N/N=C/c1ccc[nH]1	.	1.7	-0.8	-15.5	-4.5	.	-5.3	8.6	15.5	10.6	0.5
Cc1ccc(NC(=O)NCc2cccn2C)cc1C	59.3	4.3	-10.6	-28.4	6.6	104.7	8.3	2.4	28.4	-14.6	-0.3
O=C(c1cc2c(s1)CCCC2)N1CCN(CCO)CC1	-3.2	-1.6	-3.5	13.0	-0.5	90.7	-6.6	-1.6	-13.1	-21.5	-1.0
Nc1nnn(CC(=O)N/N=C/c2ccc(O)cc2)n1	7.6	-4.5	-7.1	.	-15.7	106.0	-7.7	-2.3	.	-19.6	-7.5
C[C@H](CO)N1C[C@H](C)[C@@H](CN(C)C)Oc2c(NC(=O)c3ccncc3)cccc2C1=O	2.6	-2.2	-12.7	-19.7	-9.8	102.8	-7.4	.	19.7	-1.1	0.4
CC(C)(C)Nc1nc(SCc2ccccc2)nc(N2CCOCC2)n1	-0.7	-5.3	0.1	-14.5	-2.3	103.0	-1.4	-2.9	14.5	5.7	0.1
COc1ccc(-n2c(SCC(=O)N3CCCCC3)nnc2-c2cccnc2)cc1	-1.1	-4.0	-3.7	6.8	-2.1	96.7	-2.0	-4.6	-6.8	-3.3	0.7
O=C(CN1C(=O)NC2(CCCCC2)C1=O)Nc1ccc(N2CCCCC2)cc1	0.8	5.0	-4.2	13.2	3.5	116.7	42.2	4.5	-13.2	-12.6	1.0
N#CCN1CCN(CC(=O)Nc2cccc3ccccc23)CC1	-10.5	-5.2	-9.5	-0.8	-2.4	94.9	-8.3	-2.4	0.8	-7.3	0.4
COC(=O)c1ccc2c(=O)n(CCCCCC(=O)NCc3ccccn3)c(=O)[nH]c2c1	-3.5	0.6	-3.5	9.3	5.1	105.5	14.4	-5.8	-9.3	0.9	-0.2
CCOC(=O)/C(C#N)=C/c1ccc(OCC(=O)Nc2ccccc2)c(OC)c1	17.2	-2.3	-17.5	11.4	-0.6	102.5	5.0	.	-11.4	.	-2.4
CCS(=O)(=O)Nc1ccc(C2=NN(C(=O)c3ccco3)C(c3cccc(F)c3)C2)cc1 (centres undefined)	-32.0	-10.7	0.4	-23.8	-4.0	93.0	-1.2	1.9	23.8	8.4	-0.3
CCOc1ccc(CCNC(=O)C2CCC(=O)N2C2CCCCC2)cc1OCC (centres undefined)	4.0	-5.6	-8.1	-15.8	1.0	102.2	-7.7	.	15.8	0.8	-0.9
Cc1ccc(S(=O)(=O)Cn2nnnc2CN2CCN(C(=O)c3ccco3)CC2)cc1	-4.6	-4.9	0.7	19.9	5.3	103.6	0.5	1.3	-19.9	14.8	-0.6
Cc1cccc(-c2c3c(=O)n(C)c(=O)n(C)c3cn2CCO)c1	3.7	-4.5	-1.2	17.3	-8.1	102.9	4.4	-3.2	-17.3	-5.0	-1.9
O=C(O)c1ccc(Cl)c(NCc2ccncc2)c1	.	-3.0	-6.8	16.1	0.8	97.9	-17.0	1.3	-16.1	.	-0.6
CCOC(=O)c1cc(-c2cccc([N+](=O)[O-])c2)on1	2.5	4.7	7.5	20.0	-3.6	123.2	2.1	1.0	-20.0	-12.1	-0.8
COc1ccc(-c2cc3ccccc3oc2=O)cc1NC(=O)c1ccc(Br)o1	53.3	0.0	1.9	-17.7	9.4	105.3	-3.5	-1.0	17.7	-11.6	1.5
COc1ccc(C(=O)NC(=S)N2CC(C)OC(C)C2)cc1OC (centres undefined)	-3.4	4.7	-7.8	3.2	-8.9	100.8	-4.8	-1.6	-3.2	7.1	-0.3
CN(C(=O)Nc1cccc([N+](=O)[O-])c1)c1ccccc1	3.1	6.6	-3.4	7.0	-11.4	95.5	-22.6	-0.8	-7.0	.	-1.3
Clc1ccccc1CSc1nnc([C@@H]2CCCN2)o1	-6.7	-9.9	-2.0	35.3	6.1	.	17.7	3.9	-35.3	-16.5	-1.3
NC(=O)c1c(NC(=O)c2ccccc2)sc2c1CCN(Cc1ccccc1)C2	4.1	2.3	3.1	-23.2	-3.5	.	5.2	.	23.2	20.6	-0.3
CC(=O)c1c(C)oc2ccc(N(C(C)=O)S(=O)(=O)c3cccc4cccnc34)cc12	-30.6	-3.6	-2.7	-8.3	-3.2	103.3	9.8	.	8.3	296.9	-0.2
Cc1ccc(S(=O)(=O)c2cn(CC(=O)Nc3ccccc3)c3ccc(F)cc3c2=O)cc1	.	29.5*	-9.8	19.6	5.3	104.3	7.5	.	-19.6	-10.3	-0.6
Cc1ccc(Cn2c(SCC(=O)NCc3ccco3)nc3ccsc3c2=O)cc1	-1.7	11.0	10.4	19.7	-3.1	96.1	0.7	.	-19.7	-0.1	-1.5
Cc1ccccc1Nc1nnc(-c2ccc(C(=O)NCCO)cc2)c2ccccc12	-15.9	1.0	-8.2	-27.9	1.9	106.8	1.1	-0.1	27.9	-10.5	-0.2
CCc1ccc(NS(=O)(=O)c2ccc(C)c(C(=O)N3CCOCC3)c2)cc1	8.5	-6.7	2.8	4.3	-1.2	112.8	-8.3	-3.8	-4.3	-5.0	-1.8
O=C(Nc1ccc(NC(=O)c2ccccc2Cl)nc1)c1ccco1	55.2	-2.8	-6.5	.	5.6	100.9	23.9	-1.3	.	-16.2	0.3
Cc1ccc(Nc2ncc3c(n2)CC(C)(C)CC3=O)cc1	91.5*	-3.6	-12.9	8.2	-14.4	101.3	10.7	-3.0	-8.2	-19.9	-1.1
O=C(COC(=O)c1ccc(Br)cc1)NC1CCCC1	-0.9	-1.0	-4.0	-0.6	3.5	112.8	-11.0	2.4	0.6	7.8	0.9
CC(=O)NCCc1nc2cc(NS(=O)(=O)c3ccc(Cl)cc3)ccc2n1C	10.1	-8.5	2.6	-16.9	4.9	104.6	0.5	0.0	16.9	10.7	2.4
Cc1ccc2[nH]c(=O)c(CN(CCCO)C(C)c3nnnn3Cc3ccco3)cc2c1 (centres undefined)	0.4	-8.7	-2.1	7.4	-5.5	89.4	-16.0	4.0	-7.4	-13.3	0.3
Cn1c(CC(=O)Nc2ccccc2)nnc1SCC(=O)NC1=NCCS1	6.9	3.0	-4.0	5.2	-2.7	90.1	-6.6	1.2	-5.2	-15.2	-2.3
Cc1cc(C=O)c(C)n1-c1cccc(C(=O)O)c1	10.6	-6.5	-1.0	16.1	0.4	99.0	-11.7	31.0	-16.1	-7.8	-0.4
O=S(=O)(/N=C(/Nc1ccccn1)c1ccccc1)c1ccc(Cl)cc1	-7.0	-4.2	-2.3	30.8	-4.4	99.7	2.7	-4.3	-30.8	-11.2	-0.8
CCOC(=O)C1CCCN(C(=O)CC(c2ccccc2)c2ccccc2)C1 (centres undefined)	-2.2	-5.2	-4.0	2.0	-10.2	97.9	7.8	-2.8	-2.0	.	0.5
COc1cc2c(cc1OC)C(COc1ccc(C(C)C)cc1)NCC2 (centres undefined)	1.3	6.7	2.6	7.9	2.4	127.6	-30.8	4.4	-7.9	-28.4	0.2
CCCCCCC(c1c(C)n(C)n(-c2ccccc2)c1=O)c1c(C)n(C)n(-c2ccccc2)c1=O	.	-7.7	-4.8	3.5	-3.3	89.4	-5.6	5.5	-3.5	3.4	-0.3
CCOC(=O)c1ccc(-n2c(CN3CCN(CCO)CC3)nc3ccc([N+](=O)[O-])cc3c2=O)cc1	-9.2	4.5	-1.2	6.1	5.1	95.8	-2.1	9.2	-6.1	-23.7	0.4
O=C(CCc1nnc(CCCCc2ccccc2)o1)NCCc1cccnc1	1.4	-1.1	-12.4	-3.0	6.3	117.5	-10.5	-1.5	3.0	3.4	0.6
COC(=O)CSc1nnc(CNC(=O)c2ccccc2OC)n1-c1ccc(OC)cc1	11.7	3.0	2.0	20.1	-5.3	98.4	-1.4	4.2	-20.1	-1.1	0.6
Cc1noc(C)c1S(=O)(=O)N1CCCN(C(=O)/C=C/c2ccccc2F)CC1	-0.5	-7.9	-1.4	-19.1	1.8	69.2	8.8	-2.7	19.1	-3.0	-0.1
CCN1CCN(C(=O)/C(=C/c2cccs2)NC(=O)c2ccc(C)c(C)c2)CC1	0.4	-14.0	-6.6	0.0	-5.1	.	5.1	28.0	0.0	122.7	1.0
C/C(=N\NC(=O)c1ccc(Cn2cc([N+](=O)[O-])cn2)o1)c1cccc(NC(=O)c2cccnc2)c1	2.0	-11.7	-10.6	-4.5	-9.6	118.7	-1.3	-0.2	4.5	-10.1	0.5
Cc1cc(-n2c(C)cc(C(=O)CSc3ncnc4ccccc34)c2C)no1	-32.7	-9.7	-11.2	-32.2	-4.2	113.8	1.8	-2.2	32.2	2.3	0.8
COc1ccc(NC(=O)N2CCCc3ccccc32)c(OC)c1	-1.5	-5.2	-6.2	-34.8	3.8	119.6	6.8	0.1	34.8	9.6	-2.7
COc1ccc(C2=CC(=O)C[C@H](c3ccc(OC)c(OC)c3)C2)cn1	.	-7.6	-1.3	-17.1	4.5	97.9	0.2	.	17.1	-5.2	-0.4
Cc1cc(OC(C)C(=O)NCc2ccccn2)c2c(C)c(Cc3ccccc3)c(=O)oc2c1 (centres undefined)	-13.9	-2.0	-5.6	-12.0	-5.6	84.6	-2.6	-3.8	12.0	188.0	1.1
Cc1cc(C(C)(C)C)c(O)c(C(C)(C)C)c1	1.3	1.1	-6.5	1.1	-3.5	98.9	3.4	.	-1.1	648.8	0.8
C=CCOc1ccc(CN(C)C(=O)CNC(=O)c2ccc(-c3ccccc3)cc2)cc1	-15.2	-2.6	-2.6	-42.5	-2.5	96.0	23.6	-6.3	42.5	3.7	0.8

Whole records as entered above. Values in the order: MITF TRPM1 HTS, dFosB activator, PKA-R2B act, SR-BI DiI-HDL act, PKA-R1A act, DSG3 Ab inh, Arr AP2 block, NSD2 HMT inh, SR-BI HDL uptake, SUMO Mot1 rescue, CDK5 inh
`CC(=O)N1c2ccc(S(=O)(=O)N(C)CC(=O)N3CCCC3)cc2CC1C` (centres undefined) as listed: -2.5, 4.8, 5.0, 12.1, -4.7, 104.3, -5.4, ., -12.1, 2.6, 2.3
`CCS(=O)(=O)Nc1ccc(C2=NN(C(=O)c3ccco3)C(c3cccc(F)c3)C2)cc1` (centres undefined) as listed: -32.0, -10.7, 0.4, -23.8, -4.0, 93.0, -1.2, 1.9, 23.8, 8.4, -0.3
